Source: PubChem
FBPA Giardia inh – qHTS Assay for Inhibitors of Fructose-1,6-bisphosphate Aldolase from Giardia Lamblia. Potency, µM (doses to about 59.6 µM), for inactives: at the highest dose activity, negative = inhibition, hits mostly inhibitors. purified Giardia FBPA. AID 2451, 2010. hit rate 0.71% among 290,000. A8B2U2; also: potency is read from the fitted curve at half-maximal effect; nearly all actives have a fitted effect of over 55% in size
Target sequence (A8B2U2 whole entry, looked up): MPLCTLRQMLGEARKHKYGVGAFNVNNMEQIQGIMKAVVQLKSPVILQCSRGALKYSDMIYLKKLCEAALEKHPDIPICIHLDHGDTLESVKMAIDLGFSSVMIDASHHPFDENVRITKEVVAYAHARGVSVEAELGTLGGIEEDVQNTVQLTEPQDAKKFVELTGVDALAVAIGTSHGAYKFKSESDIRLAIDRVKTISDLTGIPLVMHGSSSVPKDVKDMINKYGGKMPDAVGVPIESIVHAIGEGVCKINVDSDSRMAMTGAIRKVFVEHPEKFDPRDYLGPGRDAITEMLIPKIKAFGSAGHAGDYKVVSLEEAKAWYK
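40 nM FBPA preincubated 10 min at RT with compound (up to 57.5 uM final), then substrate plus GAPDH/TPI/NAD/arsenate coupling and diaphorase/resazurin added. Fluorescence read after 20 min at RT, 525/598 nm.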
AMA1 RON2 block – qHTS for Inhibitors of AMA1-RON; Towards Development of Antimalarial Drug Lead: Primary Screen; Potency, µM (doses to about 58.2 µM), without a hit: at the highest dose activity change, negative = inhibition, usual class: inhibitors; AlphaScreen AMA1-biotinylated RON2 peptide binding; hit rate 0.2% among 360,000; Plasmodium falciparum AMA1 (3D7) - RON2 peptide interaction;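 also: potency is read from the fitted curve at half-maximal effect; 0% = vehicle wells and -100% = peptide control; nearly all actives have a fitted effect of over 45% in size; some results filed as inactive show a strong effect at the top dose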
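AMA1 (3D7) with his tag at 25 nM final met compounds first, then biotinylated RON2 peptide at 25 nM; detection used donor plus acceptor beads, 10 µg/mL apiece, read by AlphaScreen after 30 min at room temperature.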
HCV inh – qHTS Assay for Inhibitors of Hepatitis C Virus (HCV); Huh7.5.1 HCVcc-Cre infection, luciferase reporter, 44 h; Potency, µM (doses to about 41.8 µM), for the others: top-dose activity change, negative = inhibition, actives largely listed as inhibitors; hit rate 3.4% among 340,000; also: potency is read from the fitted curve at half-maximal effect
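Infectious HCV cell culture screen: compound-treated cells (1,000/well, pre-plated 4 h) are infected with HCVcc-Cre at roughly 0.5 moi and grown 44 h. Infection is quantified by luciferase signal after 15 min substrate incubation at room temperature.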
HCMV inh – qHTS Assay for inhibitors of the human cytomegalovirus (HCMV); HFF cells, HCMV-luciferase reporter, 72 h; stronger effect = lower value; activity change, negative = inhibition, % at 57.5 µM; hit rate 4.5% among 410,000; AID 1259415, 2018; in the data active = activity change below about -60%; inconclusive = no clear call, values can overlap the other calls; inactive = above about -39%
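Inhibition of viral replication was scored as loss of reporter luminescence in HFFs infected with HCMV-luciferase (MOI 1 PFU/cell) for 72 h; compounds tested at 2 doses, normalized to buffer and Salinomycin controls.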
Sm TGR inh – qHTS Assay for the Inhibitors of Schistosoma Mansoni Peroxiredoxins; Schistosoma mansoni thioredoxin glutathione reductase (TGR), Q962Y6; hit rate 3% among 360,000; AID 485364, 2010; purified TGR, DTNB reduction, TNB absorbance 405 nm; Potency, µM (highest dose often 114 µM), for inactives: top-dose activity change, negative = inhibition, hits mostly inhibitors; also: potency is read from the fitted curve at half-maximal effect; nearly all actives have a fitted effect of over 60% in size
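TGR 20 nM + NADPH 100 uM (dispensed conc.), cpd preinc 15 min RT; start with NADPH (500 uM addition) then DTNB (15 mM addition). Kinetic TNB absorbance, 405 nm filter. Four-parameter Hill fit across titration.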
AmpC inh detg – qHTS Inhibitors of AmpC Beta-Lactamase (assay with detergent); AmpC hydrolysis of nitrocefin, absorbance 480 nm, 0.01% Triton; hit rate 0.041% among 370,000; P00811; Potency, µM (highest dose often 114 µM), for the others: at the highest dose activity change, negative = inhibition, most hits filed as inhibitors; AID 485294, 2010;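 also: potency is read from the fitted curve at half-maximal effect; 0% = no-compound wells and -100% = no-enzyme wells; nearly all actives have a fitted effect of over 25% in size; some results filed as inactive show a strong effect at the top dose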
Target sequence (P00811 whole entry, looked up): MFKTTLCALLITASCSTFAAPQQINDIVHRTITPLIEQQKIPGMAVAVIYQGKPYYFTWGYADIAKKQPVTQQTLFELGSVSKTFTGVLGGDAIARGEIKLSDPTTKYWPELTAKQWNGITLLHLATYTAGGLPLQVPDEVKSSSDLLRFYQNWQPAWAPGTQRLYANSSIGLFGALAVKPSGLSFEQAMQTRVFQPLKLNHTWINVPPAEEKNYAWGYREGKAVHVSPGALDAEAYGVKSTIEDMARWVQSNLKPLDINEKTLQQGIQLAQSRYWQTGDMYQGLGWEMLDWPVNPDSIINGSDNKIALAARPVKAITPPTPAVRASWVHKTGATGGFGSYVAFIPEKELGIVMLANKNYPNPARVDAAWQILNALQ
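20 mM phosphate pH 7.0 + 0.01% (detergent screen) or 0.0001% Triton X-100; 5.3 nM AmpC reagent; cpd preinc 15 min RT; nitrocefin (800 uM stock) to start; A480 q20 s × 4 min; Activity was normalised to no-enzyme and no-compound control wells.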
The depositor's hits bear a star; ? = inconclusive; . = not tested or not shown; & = joins results of further samples; [ ] = dose if it differs, or a comment. Unless noted, calls follow the shape of the dose curve; as a rule, active = well fitted curve in the direction sought with a large enough effect; inconclusive = small, poorly fitted or top-dose-only effect, or another doubt; inactive = no such curve, though single readings can be large; an effect the other way counts as inactive or inconclusive. Unless noted, % is scaled to controls: 0 for no effect and ±100 for the full control effect. Compounds were not picked by outcome; overall some 9.3% were active at least once.

SMILES	FBPA Giardia inh	AMA1 RON2 block	HCV inh	HCMV inh	Sm TGR inh	AmpC inh detg
CCOC(=O)C1=C(COC(=O)C2(C)CC2(Cl)Cl)NC(=O)NC1c1ccc(OC)cc1 (configuration not stated)	-6%	4%	?	-20	-2%	0%
O=C(Nc1nnc(S(=O)(=O)N2CCCCC2)s1)c1ccc(F)cc1	.	.	.	-4	-34%	2%
CN1CCN(c2nc3c(c(=O)[nH]c(=O)n3C)n2CCSc2nc3ccccc3s2)CC1	0%	-9%	3%&7%	-4	5%	4%
CCOc1ccc(NC(=O)COc2nsnc2N2CCCCC2)cc1	-2%	-8%	?	5	31%	-15%
C[C@H](C[C@H](O)[C@H]1OC1(C)C)C1=C2C[C@H](O)C3[C@@]4(C)CCC(=O)C(C)(C)C4CC[C@]3(C)[C@@]2(C)CC1 (some centres not stated)	.	16%	?	21	.	.
Cc1ccc(C(=O)Nc2ccc3nc(SCC(=O)N4CCCc5ccccc54)sc3c2)cc1	.	.	.	78	5%	23%
Cn1c(=O)[nH]c(NC2CCCCC2)c(N=O)c1=O	-18%	-9%	2%	?	-1%	-2%
CCOc1cc(N2CCOCC2)c(OCC)cc1NC(=O)COC(=O)c1ccc([N+](=O)[O-])o1	.	-10%	?	-7	.	.
O=C(OCc1cc(=O)n2ccsc2n1)C1(c2ccc(Cl)cc2)CC1	.	-2%	-13%	2	-18%	-3%
CC1CCc2sc3ncnc(N4CCN(CCO)CC4)c3c2C1 (configuration not stated)	5%	2%	-20%	-15	-21%	?
CC(C)[C@H](NC(=O)Nc1ccc(Oc2ccccc2)cc1)C(=O)O	7%	-10%	23%	25	2%	-14%
Cc1ccc(NC(=S)N(Cc2ccc(Cl)cc2)Cc2ccc(C(=O)O)cc2)cc1Cl	-17%	-1%	24%	-23	-2%	1%
NC(=O)CSc1nc2ccccc2c(=O)n1CCc1ccccc1	1%	-5%	-16%	4	16%	?
Cc1ccc(N(CC(=O)Nc2ccc(C)cn2)S(=O)(=O)c2c(C)nn(C)c2C)cc1	-3%	13%	4%	?	-1%	?
Cc1ccccc1N1C(=O)CC(N(O)c2ccccc2)C1=O (configuration not stated)	?	-12%	-4%	51	40µM*	?
Cc1ccc(NC(=S)N(Cc2cccc(Br)c2)CC2CCC(C(=O)O)CC2)cc1 (configuration not stated)	-5%	9%	8%	-8	-1%	0%
CCCCn1cc(S(=O)(=O)c2ccccc2)c(=O)c2cc(F)c(N3CCC(C)CC3)cc21	.	.	.	3	0%	1%
COc1ccc(OCC(=O)N2CCN(C(=O)COc3ccccc3)CC2)cc1	-1%	7%	-6%	-30	3%	-14%
FC(F)(F)c1cccc(Oc2nc(-c3ccccc3)nnc2C(F)(F)F)c1	17%	10%	-5%	17	3%	-8%
COc1ccc(-n2cc(-c3ccccc3)c3c(N4CCN(CCO)CC4)ncnc32)cc1	1%	6%	?	3	5%	?
CC(=O)NCC(=O)N1CCCC(C(=O)c2ccc(Oc3ccccc3)cc2)C1 (configuration not stated)	-10%	14%	7%	-17	9%	-7%
CCC1(C(=O)OC)CCc2c(cc(OC)c3ccccc23)C1=O (configuration not stated)	22%	5%	?	-31	7%	-10%
C[C@@H]1CN(c2c(F)c(F)c3c(=O)c(C(=O)O)cn(C4CC4)c3c2F)C[C@H](C)N1	28%&0%	0%	9%	69	10%	1%
CN(C)CCCNc1ccc(-c2nn(C)c(=O)c3ccccc23)cc1[N+](=O)[O-]	2%	14%	?	0	-12%	0%
CN(CCc1ccccc1)C1CCCN(S(=O)(=O)CC(F)(F)F)C1 (configuration not stated)	3%	-5%	1%	-17	?	-7%
CC(C)Oc1ccc(C(=O)OCC(=O)NCCNC(=O)COC(=O)c2ccc(OC(C)C)cc2)cc1	.	23%	-5%	49	-8%	8%
CCCNC(=S)Nc1ccc(Br)cc1	.	-5%	-35%	-32	-11%	-5%
CCCCCc1cc(=O)oc2c(C(CCN(CC)CC)c3ccc(OC)cc3)c(OC)cc(OC)c12 (configuration not stated)	-3%	-4%	?	-81*	16%	3%
COc1ccc(Cn2c(CCC(=O)NCc3ccc(Cl)cc3)nc3cccnc32)cc1	.	.	.	11	1%	23%
CCCC[C@@H](CNC)NC[C@H](NCCCCC1CCCCC1)C(C)C	?	72%[activator]	-55%	-99*	26%	-14%
Cc1ccc(C(=O)N/C(=C/c2ccco2)C(=O)O)cc1	0%	-3%	1%	0	-20%	-1%
Cn1c(=O)n(C)c2cc(/C=C3/SC(=O)N(CC(=O)N4CCOCC4)C3=O)ccc21	-12%	3%	19%	69	0%	?
O=C(CCc1nnc(C2CCCCC2)o1)N1CCN(Cc2ccccc2)CC1	0%	9%	-6%	26	-29%	1%
CC(C)C(=O)Nc1ccc(N2CCN(c3ccc(F)cc3)CC2)cc1	3%	-9%	4%	5	0%	-4%
Fc1ccc(Nc2ncnc3c2nc2n3CCCC2)cc1	.	.	.	38	5%	13%
Cc1ccc2c(CNCCc3ccccc3)c(C(=O)O)n(Cc3ccccc3C)c2c1	.	.	.	27	-8%	1%
COc1ccccc1Nc1nc(N)nc(CSc2nc(C)cc(C)n2)n1	-3%	-7%	?	6	12%	5%
Cc1ccc(S(=O)(=O)N2CCOCC2)cc1C(=O)N1CCN(S(=O)(=O)c2ccccc2F)CC1	.	15%	11%	33	.	.
CCOc1ccc(NC(=S)N(CCc2c(C)[nH]c3ccccc23)Cc2cccnc2)cc1	2%	1%	?	6	3%	2%
COc1ccc(CN(C)CC(=O)Nc2ccc(N3CCOCC3)cc2)cc1OC	-5%	-9%	-7%	0	-24%	0%
CCOC(=O)c1cnc2ccccc2c1Nc1cccc(OC)c1	.	.	.	2	7%	15%
CCOC(=O)c1c(NC(=O)Cn2c(=O)oc3ccccc32)oc(C)c1C(C)=O	1%	0%	1%	-26	-3%	-6%
Oc1ccc2oc3c(c2c1/C=N/n1cnnc1)CCCC3	-11%	4%	?	?	-5%	2%
CC1(C)CC(=O)C2=C(C1)N(c1cccc(O)c1)C1=C(C2)C(=O)CC(C)(C)C1	?	36%[activator]	16%&5%	-10	32µM*	0%
COc1ccc(Cl)cc1NC(=O)C1CCN(S(=O)(=O)c2ccc(F)cc2)CC1	.	.	.	-21	-1%	-5%
CCCCn1c(N)c(N(CC(C)C)C(=O)c2cc3c(s2)CCCCC3)c(=O)[nH]c1=O	.	9%	-10%	14	1%	?
O=C(NC1CC(=O)N(c2ccccc2)C1)N1CCN(C(=O)c2ccco2)CC1 (configuration not stated)	.	28%	-3%	1	-6%	-1%
O=C(CN1C(=O)NC2(CCCCC2)C1=O)Nc1ccc(S(=O)(=O)N2CCOCC2)cc1	7%	-12%	?	29	-4%	-1%
CCOC(=O)c1[nH]c2ccc(OC)cc2c1NC(=O)c1ccc2c(c1)OCO2	-2%	7%	?	11	-13%	4%
O=C(CCC(=O)OCc1cccc([N+](=O)[O-])c1)Nc1ccc(F)cc1	-1%	0%	29%	11	.	3%
CCN(C(=O)c1c(C)oc2ncn(CC(C)C)c(=O)c12)c1cccc(Cl)c1	.	.	.	-9	1%	-1%
CCC1CCCCN1C(=O)CSc1n[nH]c(N)n1 (configuration not stated)	.	5%	2%	-17	.	.
COc1ccc(C(F)(F)F)cc1N/C=C/c1nnnn1-c1ccc2ccccc2c1	1%	7%	-20%	26	-1%	8%
c1cncc(-c2nc3ccccc3o2)c1	-2%	6%	-1%	-8	-3%	2%
CCOc1ccc(N2CC(C(=O)NCc3ccccn3)CC2=O)cc1 (configuration not stated)	-5%	45%[activator]	-8%	-9	-3%	-7%
COc1ccc(NC(=O)c2sc(SCc3ccccc3)nc2N)cc1	4%	-2%	14%	6	7%	1%
Cc1cc(C(C)(C)C)oc1C(=O)OCC(=O)NC1CCCCC1	10%	8%	?	-6	-11%	-6%
Clc1cccc(OCCn2cncn2)c1Cl	-25%	?	9%	17	0%	-9%
CC(=O)Nc1cccc2c1C(=O)N(c1ccc(C)cc1)C2=O	1%	6%	22%	94	0%	-6%
CCOc1ccc(NC(=O)c2sc(N3CCOCC3)nc2-c2ccccc2)cc1	4%	-8%[2.32 µM]	-12%	-21	-19%	2%
Remaining list, next part:
SMILES	FBPA Giardia inh	AMA1 RON2 block	HCV inh	HCMV inh	Sm TGR inh	AmpC inh detg
CC(C1CC2CCC1C2)N1CC(O)=C(c2nc3ccccc3[nH]2)C1=N (configuration not stated)	-4%	60%[activator]	?	-24	0%	8%
CCCCc1nc2cc(C(=O)N3CCC[C@H]3CO)ccc2o1	12%	3%	6%	-2	-3%	-12%
O=C(NC(=S)N1CCCC1)c1ccc(Cl)cc1	.	71%[activator]	9%	61	2%	-1%
Cc1ccc(N(CC(C)C)S(=O)(=O)c2nnc(NC(=O)c3cccs3)s2)cc1	.	.	.	14	1%	2%
COc1ccc(CCNCc2ccc(OCc3ccccc3)cc2)cc1	9%	10%	-9%	-89*	-5%	-5%
CC1=CC(C)(C)Nc2ccc(OC(=O)CCN3C(=O)c4ccccc4C3=O)cc21	-9%	-3%[11.6 µM]	?	-100*	-12%	-16%
Cc1ccc(C(=O)NCc2nc3ccccc3[nH]2)o1	-11%	-2%	5%	-2	-11%	3%
O=C(Nc1n[nH]c(=S)s1)c1ccco1	7.1µM*	98%[activator]	11%	8	-2%	-10%
COc1ccc(CCNC(=O)CC(=O)N/N=C/c2ccc(Br)cc2)cc1OC	11%	13%	-22%	3	-21%	-9%
COc1ccc(C(=O)Nc2cccc(C(=O)NCc3ccccc3)c2)cc1	-1%	-4%	?	-1	3%	2%

Single records, from the list above. Values in the order: FBPA Giardia inh | AMA1 RON2 block | HCV inh | HCMV inh | Sm TGR inh | AmpC inh detg
Cc1ccc(N(CC(=O)Nc2ccc(C)cn2)S(=O)(=O)c2c(C)nn(C)c2C)cc1 is listed with -3% | 13% | 4% | ? | -1% | ?
CCOC(=O)c1c(NC(=O)Cn2c(=O)oc3ccccc32)oc(C)c1C(C)=O is listed with 1% | 0% | 1% | -26 | -3% | -6%

Sorted by length of the SMILES (smallest number first): 6 of the compounds above
SMILES	FBPA Giardia inh	AMA1 RON2 block	HCV inh	HCMV inh	Sm TGR inh	AmpC inh detg
Clc1cccc(OCCn2cncn2)c1Cl	-25%	?	9%	17	0%	-9%
CC(C)[C@H](NC(=O)Nc1ccc(Oc2ccccc2)cc1)C(=O)O	7%	-10%	23%	25	2%	-14%
COc1ccc(Cn2c(CCC(=O)NCc3ccc(Cl)cc3)nc3cccnc32)cc1	.	.	.	11	1%	23%
COc1ccc(-n2cc(-c3ccccc3)c3c(N4CCN(CCO)CC4)ncnc32)cc1	1%	6%	?	3	5%	?
Cc1ccc(C(=O)Nc2ccc3nc(SCC(=O)N4CCCc5ccccc54)sc3c2)cc1	.	.	.	78	5%	23%
CC(C)Oc1ccc(C(=O)OCC(=O)NCCNC(=O)COC(=O)c2ccc(OC(C)C)cc2)cc1	.	23%	-5%	49	-8%	8%
